POLB inh: inhibitors of human DNA polymerase beta. P06746. Pol beta primer extension/strand displacement, fluorescence kinetic. Potency, µM (titrated, usually from 114 µM), inactives show at the top dose activity change, negative = inhibition, most hits filed as inhibitors. 340,000 compounds, 1.3% hits. AID 485314; further: on the % scale 0 is the no-effect control and ±100 the full control effect
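Reaction started by 50 nM substrate onto compound-treated Pol beta (10 nM, 15 min preincubation, room temperature); plates read at 0 min and 10 min. Normalized concentration-effect data fitted by four-parameter Hill equation.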
APE1 inh: APE1 (human) endonuclease inhibition; Potency, µM (doses to about 65.8 µM), for the others: at the highest dose activity change, negative = inhibition, usual class: inhibitors; AID 2517; 350,000 compounds, 0.35% hits; recombinant APE1, TAMRA/BHQ-2 abasic DNA cleavage fluorescence;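 further: plate controls were vehicle for no effect and reference inhibitor for full effect; nearly all actives have a fitted effect of over 55% in size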
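Step 1: APE1 (0.75 nM) with compound, 15 min RT. Step 2: add 50 nM fluorophore/quencher THF duplex. Step 3: three fluorescence reads 60 s apart (525/598 nm); read 3 minus read 1 = reaction progress.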
G9a block: blocks human histone lysine methyltransferase G9a. Q96KQ7. G9a H3K9 monomethylation, AlphaScreen, 2 h. Potency, µM (highest dose often 102 µM), inactives show at the top dose activity, negative = inhibition, actives largely listed as inhibitors. 350,000 compounds, 8.8% hits; further: on the % scale 0 is the no-effect control and ±100 the full control effect; nearly all actives have a fitted effect of over 75% in size
Target sequence (Q96KQ7 913-1193 limits assumed): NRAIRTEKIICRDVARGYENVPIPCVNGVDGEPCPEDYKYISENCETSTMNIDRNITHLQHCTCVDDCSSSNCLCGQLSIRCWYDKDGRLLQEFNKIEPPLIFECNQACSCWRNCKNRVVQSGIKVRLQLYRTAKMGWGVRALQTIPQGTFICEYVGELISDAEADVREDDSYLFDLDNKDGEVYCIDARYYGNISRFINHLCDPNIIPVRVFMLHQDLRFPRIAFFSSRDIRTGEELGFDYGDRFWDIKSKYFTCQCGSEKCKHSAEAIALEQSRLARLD
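Using a bead-based AlphaScreen, monomethylated H3K9 product from 2 h room-temperature reactions (G9a 20 nM, peptide 500 nM, SAM 20 uM) was detected with 0.5 ug/mL rabbit anti-H3K9me1 antibody.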
POLK inh: blocks human DNA polymerase kappa activity. Q9UBT6. purified Pol kappa, fluorescent DNA synthesis assay, 10 min. Potency, µM (top dose mostly 107 µM), for inactives: top-dose activity, negative = inhibition, most hits filed as inhibitors. 400,000 compounds, 0.53% hits; further: on the % scale 0 is the no-effect control and ±100 the full control effect
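Kinetic fluorescence screen: compound preincubated 15 min RT with 10 nM enzyme; 50 nM substrate (final) initiates; reads at 0/10 min.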
BLM helicase inh: Bloom syndrome helicase (human) inhibition. P54132. recombinant BLM DNA unwinding, fluorescence dequenching. Potency, µM (top dose mostly 56.1 µM), without a hit: at the top dose activity change, negative = inhibition, hits mostly inhibitors. 350,000 compounds, 0.2% hits. AID 2528;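 further: plate controls were vehicle for no effect and no enzyme for full effect; nearly all actives have a fitted effect of over 35% in size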
POLI inh: blocks human DNA polymerase iota activity. Q9UNA4. Pol iota fluorescent replication assay, 10 min. 390,000 compounds, 1% hits. Potency, µM (highest dose often 115 µM), inactives show at the top dose activity, negative = inhibition, most hits filed as inhibitors
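Pol iota at 10 nM preincubated 15 min with compounds at room temperature; reaction started with fluorescent substrate, 50 nM final. Fluorescence read kinetically at 0 and 10 min; buffer-only wells as negative control.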
POLH inh: DNA polymerase eta (human) inhibition; Q9Y253; recombinant Pol eta, fluorescent DNA replication assay; Potency, µM (top dose mostly 114 µM), without a hit: at the top dose activity change, negative = inhibition, actives largely listed as inhibitors; 390,000 compounds, 1.2% hits; AID 588591; further: on the % scale 0 is the no-effect control and ±100 the full control effect
Target sequence (Q9Y253 whole entry, looked up): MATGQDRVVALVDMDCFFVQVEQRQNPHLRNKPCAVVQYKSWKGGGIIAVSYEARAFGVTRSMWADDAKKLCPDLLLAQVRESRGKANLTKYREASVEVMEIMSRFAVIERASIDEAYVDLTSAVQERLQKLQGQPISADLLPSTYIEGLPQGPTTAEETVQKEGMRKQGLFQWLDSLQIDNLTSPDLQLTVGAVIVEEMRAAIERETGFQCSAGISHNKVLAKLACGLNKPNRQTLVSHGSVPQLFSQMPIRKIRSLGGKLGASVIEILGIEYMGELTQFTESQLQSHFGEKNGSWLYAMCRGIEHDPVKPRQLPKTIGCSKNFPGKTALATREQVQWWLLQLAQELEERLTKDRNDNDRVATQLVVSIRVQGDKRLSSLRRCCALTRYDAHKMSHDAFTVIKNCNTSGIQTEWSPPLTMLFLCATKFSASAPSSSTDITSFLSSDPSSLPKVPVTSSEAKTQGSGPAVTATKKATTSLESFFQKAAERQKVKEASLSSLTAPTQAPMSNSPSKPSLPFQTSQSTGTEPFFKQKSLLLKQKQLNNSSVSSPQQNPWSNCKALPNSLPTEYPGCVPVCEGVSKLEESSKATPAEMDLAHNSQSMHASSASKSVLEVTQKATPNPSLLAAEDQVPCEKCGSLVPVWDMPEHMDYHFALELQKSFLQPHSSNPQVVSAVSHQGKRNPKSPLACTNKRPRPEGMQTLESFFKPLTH
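Pol eta at 10 nM preincubated with compounds 15 min at room temperature; reaction started with fluorescent substrate (50 nM final) and read kinetically at 0 and 10 min.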
BAZ2B block: blocks human BAZ2B | Q9UIF8 | AlphaScreen BAZ2B-H3K14Ac peptide displacement | Potency, µM (titrated, usually from 114 µM), for the others: at the top dose activity change, negative = inhibition, hits mostly inhibitors | 360,000 compounds, 4.4% hits; further: on the % scale 0 is the no-effect control and ±100 the full control effect; nearly all actives have a fitted effect of over 60% in size
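Protein-peptide AlphaScreen: BAZ2B 50 nM, b-H3K14Ac 50 nM, 1x PBS pH 7.4 + 0.01% Tween-20. Preincubation 30 min RT; cpd 30 min RT (top 110 uM); beads 20 min RT, light-protected.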
Anesthetic bind: candidate novel general anesthetic via apoferritin binding; P02791; 350,000 compounds, 0.074% hits; Potency, µM (titrated, usually from 77.5 µM), for inactives: at the highest dose activity change, negative = displacement, usual class: inhibitors; apoferritin/1-aminoanthracene competitive binding, fluorescence; AID 485281; further: on the % scale 0 is the no-effect control and ±100 the full control effect; nearly all actives have a fitted effect of over 20% in size
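Probe: 1-aminoanthracene (50% saturated, PBS). Protein: horse-spleen apoferritin, 10 uM. Incubation: 10 min, room temperature. Detection: 380 nm excitation, 535 nm emission. Analysis: normalized response, four-parameter Hill.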
* = called active by the depositor; ? = inconclusive; . = no result given; & = joins results of further samples; [ ] = another dose, or the depositor's remark. The call rests on the fitted dose curve; in most records, active means well fitted curve in the direction sought with a large enough effect; inconclusive means small, poorly fitted or top-dose-only effect, or another doubt; inactive means no such curve, though single readings can be large; an effect the other way counts as inactive or inconclusive. Potency means the concentration at half of the fitted maximal effect. Some of the compounds tested. The share of hits here may be higher or lower than overall.

SMILES	POLB inh	APE1 inh	G9a block	POLK inh	BLM helicase inh	POLI inh	POLH inh	BAZ2B block	Anesthetic bind
CCC1CN(C(=O)NCc2ccc(C)cc2)c2cc(C)ccc2O1 (centres undefined)	11%&-25%	-18%	12%	-9%&-11%	-16%&-12%	-1%&-6%	-19%&-18%	2%&-30%	-4%&6%
Cn1c(=O)oc2cc(S(=O)(=O)CCC(=O)NCCc3ccc(Cl)cc3)ccc21	0%	.	4%[59 µM]	0%	-4%	22%	-13%	8%[57.1 µM]	-1%
CCOc1ccc(Nc2nc3cc(S(=O)(=O)N(CC)CC)ccc3o2)cc1	?	-7%	2.2µM*	-9%	-7%	?	-11%	-27%	-7%
CCOC(=O)c1[nH]c2c(c1C)C(=O)CC(c1ccc(N(C)C)cc1)C2 (centres undefined)	8%	4%	?	4%	-9%	3%	6%	-31%	-2%
Cn1c(=O)c(C(=O)COC(=O)c2cc(C3CC3)nc3ccccc23)c(N)n(Cc2ccccc2)c1=O	32%	-10%&-5%	79µM*	-7%	-13%&-12%	5%	-4%	-6%	-20%&-12%
COc1ccc(CC2(C)OC(c3ccc(C)cc3)=NN2C(C)=O)cc1 (centres undefined)	-10%	2%	10%	-15%	-1%	148%[activator]	-23%	11%	10%
CSc1ccccc1OCc1cc(C(=O)N[C@H]2CCCCNC2=O)no1	1%	-17%	10%	-10%	-3%	31%[activator]	-26%	-21%	?
COc1ccc(C)cc1Nc1n[n+](-c2ccccc2)c(-c2c(OC)ccc3ccccc23)s1	.	-2%	21%[2.33 µM]	2%	.	30%[activator]	-25%	?	.
CN(Cc1nc(Cc2ccccc2F)no1)CC1(N2CCOCC2)CCCCC1	-1%	-4%	-1%	-8%	1%	10%	-22%	-18%	-5%
Cc1ccc(C(C)C)c(OCC(=O)Nc2cccc(S(=O)(=O)NC3=NCCCCC3)c2)c1	-2%	4%	.	-13%	-13%	-17%	-20%	-9%	6%
CCc1c(C)nc2ncnn2c1N1CCCC(C(=O)NCCc2ccc(OC)cc2)C1 (centres undefined)	8%	5%	26%	6%	3%	12%	-2%	10%	-7%
O=C(CSc1nccc(=O)[nH]1)c1cc2ccccc2o1	1%	0%	0%[59 µM]	-15%	-5%	3%	2%	-22%	2%
COC(=O)COc1ccc(-c2nccc(-c3ccccn3)n2)cc1	2%	21%	18%	-17%	-2%	46%[activator]	-18%	-2%	0%
COCCCNC(=O)C1CCN(c2cc(C)nc3c(-c4ccc(Cl)cc4)c(C)nn23)CC1	-12%	.	-1%[59 µM]	-5%	-8%	-4%	-18%	-9%	-5%
C/C(=N/NC(=O)CNC(=O)C1COc2ccccc2O1)c1ccc2c(c1)OCCO2 (centres undefined)	5%	-5%	-5%	-11%	-1%	59%[activator]	-16%	-17%	?
CC(C)C(O)(c1ccccc1)C(CN1CCOCC1)c1ccccc1 (centres undefined)	1%	44%	13%	-2%	-5%	-11%	-11%	-19%	-4%
O=C(COc1ccc(Cl)cc1Cl)N1CCN(C(=O)c2ccco2)CC1	26%	15%	26%	1%	-1%	34%[activator]	-6%	1%	6%
C=CCSc1nc2[nH]ncc2c(=O)[nH]1	35%	?	14%	-19%	-8%	-11%	-9%	-2%	-4%
O=C(CSc1nnc(-c2ccccn2)n1Cc1ccco1)c1ccc(Cl)cc1	-7%	-5%	40µM*	-6%	-4%	-2%	?	?	?
O=C1C2=C(C(=O)c3ccccc31)C1O[C@](c3ccsc3)(Cc3c1ccc1ccccc31)O2	3.2µM*	-3%[12.4 µM]	-45%[2.33 µM]	.	-15%[12.4 µM]	.	.	11µM*	?
O=C(NC1C2CC3CC(C2)CC1C3)c1ccc2c(c1)OCO2 (centres undefined)	-3%	0%	.	-15%	-1%	167%[activator]	-9%	17%	?
O=C(Nc1nc2ccccc2s1)C1CC(=O)N(c2ccc(F)cc2)C1 (centres undefined)	18%	2%	8%[59 µM]	0%	-9%	6%	-3%	-5%	?
O=C(NCc1cn(-c2ccccc2)nc1-c1ccccc1)c1cc([N+](=O)[O-])cc([N+](=O)[O-])c1	3%	-1%	?	-16%	-4%	0%	-15%	-32%	?
O=C(O)CCC(=O)N1CCN(c2ccc(C(=O)c3ccc(F)cc3)cc2)CC1	7%	25%	3%[12.7 µM]	0%	-4%	-8%	-10%	-3%	-8%

A draw from above in order of formula weight, low to high:
SMILES	POLB inh	APE1 inh	G9a block	POLK inh	BLM helicase inh	POLI inh	POLH inh	BAZ2B block	Anesthetic bind
O=C(CSc1nccc(=O)[nH]1)c1cc2ccccc2o1	1%	0%	0%[59 µM]	-15%	-5%	3%	2%	-22%	2%
O=C(NC1C2CC3CC(C2)CC1C3)c1ccc2c(c1)OCO2 (centres undefined)	-3%	0%	.	-15%	-1%	167%[activator]	-9%	17%	?
COC(=O)COc1ccc(-c2nccc(-c3ccccn3)n2)cc1	2%	21%	18%	-17%	-2%	46%[activator]	-18%	-2%	0%
CC(C)C(O)(c1ccccc1)C(CN1CCOCC1)c1ccccc1 (centres undefined)	1%	44%	13%	-2%	-5%	-11%	-11%	-19%	-4%
O=C(Nc1nc2ccccc2s1)C1CC(=O)N(c2ccc(F)cc2)C1 (centres undefined)	18%	2%	8%[59 µM]	0%	-9%	6%	-3%	-5%	?
O=C(COc1ccc(Cl)cc1Cl)N1CCN(C(=O)c2ccco2)CC1	26%	15%	26%	1%	-1%	34%[activator]	-6%	1%	6%
O=C(O)CCC(=O)N1CCN(c2ccc(C(=O)c3ccc(F)cc3)cc2)CC1	7%	25%	3%[12.7 µM]	0%	-4%	-8%	-10%	-3%	-8%
C/C(=N/NC(=O)CNC(=O)C1COc2ccccc2O1)c1ccc2c(c1)OCCO2 (centres undefined)	5%	-5%	-5%	-11%	-1%	59%[activator]	-16%	-17%	?
O=C1C2=C(C(=O)c3ccccc31)C1O[C@](c3ccsc3)(Cc3c1ccc1ccccc31)O2	3.2µM*	-3%[12.4 µM]	-45%[2.33 µM]	.	-15%[12.4 µM]	.	.	11µM*	?
O=C(NCc1cn(-c2ccccc2)nc1-c1ccccc1)c1cc([N+](=O)[O-])cc([N+](=O)[O-])c1	3%	-1%	?	-16%	-4%	0%	-15%	-32%	?
COCCCNC(=O)C1CCN(c2cc(C)nc3c(-c4ccc(Cl)cc4)c(C)nn23)CC1	-12%	.	-1%[59 µM]	-5%	-8%	-4%	-18%	-9%	-5%
Cc1ccc(C(C)C)c(OCC(=O)Nc2cccc(S(=O)(=O)NC3=NCCCCC3)c2)c1	-2%	4%	.	-13%	-13%	-17%	-20%	-9%	6%

Later entries.
SMILES	POLB inh	APE1 inh	G9a block	POLK inh	BLM helicase inh	POLI inh	POLH inh	BAZ2B block	Anesthetic bind
CCCCCOc1ccccc1CN1C(=O)C(=O)c2cc(C)ccc21	11%	.	8.9µM*	-10%	-12%	?	-29%	6.3µM*	49%
N#Cc1c(-c2ccccc2)c(-c2ccccc2)nn(CC(=O)NNC(=O)Nc2ccc(Cl)c(Cl)c2)c1=O	-22%	4%	?	-11%	-9%	5%	-21%	?	?
CCOC(=O)c1ccc(NC(=O)CSCc2ccco2)cc1	?	19%	?	?	-10%	25µM*	?	?	1%
Cc1ccc(S(=O)(=O)N2CCC(NC(=O)c3cccc(F)c3)CC2)cc1	35%	-2%	.	-14%	-2%	110%[activator]	14%	19%	-3%
CCS(=O)(=O)N1CCC(n2c(C)nc3cccnc32)CC1	6%	.	8%[59 µM]	2%	3%	16%	-4%	-3%	-3%
CC(C)(C)NCC(O)c1cc(O)cc(O)c1 (centres undefined)	10%	6%	?	-10%[60.1 µM]	-3%&-8%	9%	0%	4%	2%&34%
COc1ccccc1CNc1ncnc2ccc(-c3ccc4c(c3)OCO4)cc12	.	?	0%[0.501 µM]	-7%[60.1 µM]	-5%	.	.	.	.
Cc1nnc(Nc2ccc(C(=O)O)cc2)[nH]c1=O	15%	11%	3%	-5%	-6%	36%[activator]	-3%	-4%	-3%
CC1CCN(CCCNC(=O)c2cc3c(=O)n(C)c4ccccc4c3n2C)CC1	-7%	-2%	-14%	2%	42%[activator]	14%	-2%	9%	-13%
O=C(CSc1nnc(Cc2ccccc2)o1)N1CCc2ccccc21	-2%	-2%	11%	0%	-1%	-1%	-9%	1%	-12%
CC(=O)N1CCOc2ccc(S(=O)(=O)NCCc3ccccc3)cc21	-1%	13%	17%	-7%	1%	14%	8%	-13%	7%
O=C(N/N=C/c1ccc(OC(=O)c2cccs2)cc1)c1ccc(F)cc1	18µM*	1%	-17%[59 µM]	-17%	-11%	9%	?	-39%	-6%
O=C(c1ccccc1)N1CCC2(CC1)NCCc1[nH]cnc12	0%	67%[activator]	17%[59 µM]	-3%	-2%	11%	-17%	-20%	-1%
COc1ccc(N2CCN(C(=O)CCc3ccccc3OC)CC2)cc1	0%	25%	79µM*	-8%	-2%	17%	-2%	?	-9%
CN(C)/C=N/S(=O)(=O)c1ccc(Cl)cc1	14%	13%	-31%	-1%	0%	13%	4%	1%	-7%
O=C(NCCN1CCN(S(=O)(=O)c2ccccc2)CC1)C(=O)Nc1ccc(F)cc1	-26%	10%	-1%	-14%	-7%	-7%	-7%	-4%	2%
CCC1CCCCN1C(=O)CSc1nc2ncccc2[nH]1 (centres undefined)	45%	-11%	.	25µM*	-1%	?	-12%	-27%	-9%
CCNc1c(NS(=O)(=O)c2ccc(C3CCCCC3)cc2)c(=O)oc2ccccc12	5%	18%	8%	-16%	2%	-14%	1%	0%	-6%
CC1Cc2ccccc2N1C(=S)NC1CCCC1 (centres undefined)	-8%	11%	-9%	-2%	-4%	60%[activator]	-21%	-16%	-4%
CCOC(=O)c1c(N=CN(C)C)c(C#N)n2c1CCC2	15%	-1%	-2%	-2%	-3%	15%	-16%	-6%	-11%
CCCC(C)C(=O)Nc1cc([N+](=O)[O-])ccc1Cl (centres undefined)	0%	2%	-22%	-10%	-2%	-13%	-23%	1%	?
O=C(/C=C/c1ccc(Cl)cc1)N1CCN(c2c(Cl)cccc2[N+](=O)[O-])CC1	-8%	-4%	?	-15%	-7%	179%[activator]	-22%	?	-15%
